HDAC3 inh: inhibitors of human histone deacetylase 3 | O15379 | recombinant HDAC3, fluorogenic peptide/trypsin coupled, fluorescence | inhibition, % at 8.3 µM | actives 0.15% (n = 320,000); in the data active = inhibition above about 26%, passing the limit was not always enough; inconclusive = no clear call, values can overlap the other calls
Target sequence (O15379 whole entry, looked up): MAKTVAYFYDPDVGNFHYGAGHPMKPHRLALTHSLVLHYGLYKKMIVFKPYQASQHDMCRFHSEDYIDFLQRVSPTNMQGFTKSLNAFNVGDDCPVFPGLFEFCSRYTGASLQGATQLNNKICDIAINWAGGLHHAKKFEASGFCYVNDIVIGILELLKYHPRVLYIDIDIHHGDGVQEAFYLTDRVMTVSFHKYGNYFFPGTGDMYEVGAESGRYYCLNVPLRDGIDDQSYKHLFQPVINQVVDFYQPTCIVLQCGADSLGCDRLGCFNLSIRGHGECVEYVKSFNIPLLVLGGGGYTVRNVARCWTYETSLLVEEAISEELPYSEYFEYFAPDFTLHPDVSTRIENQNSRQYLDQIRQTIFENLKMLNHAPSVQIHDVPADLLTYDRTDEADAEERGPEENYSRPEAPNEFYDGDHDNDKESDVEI
GSK3A inh: human GSK-3 alpha kinase inhibition; P49840; ADP-Glo luminescence, 60 min; inhibition, % at 10 µM; actives 0.1% (n = 320,000);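 in the data active = inhibition above about 50%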;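 also: GST-tagged GSK-3 alpha with peptide substrate and 25 µM ATP; 0% = DMSO neutral wells and 100% = GW8510 positive control wells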
DYRK1A inh: inhibitors of rat Dyrk1A kinase; inhibition, % at 12.5 µM; AID 504441; ADP-Glo luminescence, NFATc1 peptide; actives 0.43% (n = 310,000); Q63470; in the data active = inhibition above about 50%;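 also: plate controls were vehicle with enzyme for no effect and no enzyme for full effect; many of its hits are not listed in these tables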
Platelet DG rel: modulates dense granule release in human platelets; actives 0.22% (n = 300,000); inhibition, %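 (compounds screened at 7.5 µM in platelet-rich plasma)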; human platelet-rich plasma, SFLLRN dense granule ATP release, luminescence;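 active = mean replicate score, as percent of positive control, at or above 50; inconclusive = mean below 50 but at least one replicate at or above 50; inactive = mean and every replicate below 50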
HSP90 refold inh: inhibitors of HSP90 luciferase refolding in rabbit reticulocyte lysate | luciferase refolding luminescence, 3 h | inhibition, % at 5.6 µM | actives 0.91% (n = 290,000) | AID 1789;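 active = inhibition above the screen-wide mean plus 3 SD, computed separately per campaign, cut at about 16% in these data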;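 also: 0% = DMSO wells and 100% = 60 µM geldanamycin wells; inhibitors lower the luminescence because luciferase stays unfolded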
PolyA inh: yeast polyadenylation inhibition | calls only at 12 µM | actives 0.02% (n = 300,000) | S. cerevisiae SKY197-pL101 polyadenylation reporter, beta-gal luminescence; efflux-impaired pdr1/pdr3 knockout yeast; score 100 = 6 SD above DMSO | AID 1875;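 active = lowest replicate activity score at least 50, where 100 means six control SD above control mean; inconclusive = lowest score under 50 but half or more replicates reach 50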;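 also: yeast exposed to compound for 9 h at 30 °C; higher score means more reporter readthrough which indicates perturbed polyadenylation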
HSF-1 act: increases HSF-1 driven luciferase reporter signal | NIH3T3-HGL HSF-1 luciferase reporter, MG132, 8 h; 100% = twice DMSO control signal | activation, % at 9 µM | actives 1.7% (n = 300,000);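 active = mean replicate activation of at least 50% with a set share of replicates each reaching 50%; inconclusive = only one of those two conditions met; inactive = mean below 50% and too few replicates reaching it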;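 also: 0% = median of the neutral control wells and 100% = twice that signal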
HSF1 inh: HSF1 inhibition; actives 0.77% (n = 300,000); NIH3T3-HGL HSE-luciferase, MG132-induced, luminescence 8 h; stronger effect = lower value; activity change, negative = inhibition, % at 7.5 µM (by protocol);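 active = more than half of replicate wells show activity change below -50%, luminescence cut by over half; inconclusive = some wells, but at most half, below -50%; inactive = no replicate well below -50%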;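 also: luciferase reports HSF-1 transcriptional activity via heat shock element; 0% = median of DMSO wells and -100% = zero luminescence signal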
GSK3beta inhib: blocks human GSK3beta kinase activity; activity score (negative = inhibition), % at 10 µM; actives 0.038% (n = 300,000); GST-GSK3beta kinase, ADP-Glo luminescence, 60 min; stronger effect = lower value;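 active = more than half of replicate wells score below -50%, meaning over 50% inhibition versus plate controls; inconclusive = some replicates but at most half score below -50%; inactive = no replicate scores below -50%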;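 also: 0% = median DMSO wells and -100% = median GW8510 positive control wells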
Target sequence (P49841 whole entry, looked up): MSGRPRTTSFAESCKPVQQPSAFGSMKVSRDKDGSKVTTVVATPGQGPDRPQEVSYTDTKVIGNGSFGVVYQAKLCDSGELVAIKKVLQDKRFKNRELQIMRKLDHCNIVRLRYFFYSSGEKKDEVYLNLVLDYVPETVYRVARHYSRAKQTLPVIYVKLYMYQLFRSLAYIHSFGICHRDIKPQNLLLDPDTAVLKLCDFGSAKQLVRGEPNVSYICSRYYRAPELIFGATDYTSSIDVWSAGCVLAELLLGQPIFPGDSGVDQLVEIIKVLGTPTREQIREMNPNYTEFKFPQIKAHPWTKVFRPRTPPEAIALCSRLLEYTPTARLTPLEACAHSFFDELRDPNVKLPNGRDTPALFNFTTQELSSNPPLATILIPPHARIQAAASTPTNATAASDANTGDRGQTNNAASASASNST
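Assay system: GST-fused GSK3beta enzyme, cell-free / Medium: Tris pH 7.5 buffer with MgCl2, DTT, BSA, heparin / Also added: peptide substrate plus 25 µM ATP (final) / Compound: 10 µM single point / Timing: kinase reaction with compound 60 min at room temperature / Detection: ADP-Glo luminescence / Benchmarks: DMSO neutral wells and GW8510 at 20 µM as positive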
AI-2 QS mod: Vibrio harveyi AI-2 quorum sensing modulation | Vibrio harveyi JMH597 AI-2 luminescence/OD600 ratio, 9 h; stronger effect = lower value; strain lacks LuxN and CqsS sensors; 0 = neutral-control median | activity change, % at 7.5 µM | actives 0.4% (n = 300,000); in the data active = activity change below about -75%, passing the limit was not always enough; inconclusive = no clear call, values can overlap the other calls;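 also: luminescence divided by OD600 gain over 9 h not by final OD600 alone; inactives centre near 13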
Starred values were filed as active, the others as inactive; i = inactive; ? = inconclusive; nt = no result given.

SMILES | HDAC3 inh | GSK3A inh | DYRK1A inh | Platelet DG rel | HSP90 refold inh | PolyA inh | HSF-1 act | HSF1 inh | GSK3beta inhib | AI-2 QS mod
Cc1ccc(S(=O)(=O)CCc2nnc(N)s2)cc1C | -8.0 | 3.0 | -0.1 | -11.9 | 5.6 | i | -5.5 | -3.4 | -0.5 | 8.9
Clc1ccc(-c2nnc3sc(-c4ccc(Br)o4)nn23)c(Cl)c1 | 8.5 | 0.5 | -5.5 | -38.2 | 3.6 | i | 6.9 | -3.6 | -3.0 | 28.7
Cc1ccc(Cl)c2sc(NC(=O)C3CC3)nc12 | -0.2 | -3.3 | 3.9 | -10.6 | 2.3 | i | -3.4 | 5.4 | -0.2 | 20.5
O=C(NCc1nnc(SCC(=O)N2CCCc3ccccc32)o1)c1ccccc1F | nt | 0.7 | -7.1 | 6.8 | 3.1 | i | 4.2 | -2.4 | 2.2 | 6.7
COC(=O)C(NS(=O)(=O)c1ccccc1Br)C(C)C (stereo not drawn) | -2.1 | 1.4 | 7.3 | -1.7 | nt | i | 8.8 | 1.3 | -3.2 | 26.0
CC(C)COP(=O)(OCC(C)C)C(O)c1ccc(N(C)C)cc1 (stereo not drawn) | 0.1 | 6.3 | -5.8 | 6.7 | -1.2 | i | 19.4 | 1.9 | 3.9 | 43.5
O=S(=O)(/N=C(\c1ccccc1)N1CCOCC1)c1cccs1 | -2.8 | -1.4 | 0.5 | 6.5 | -3.1 | i | -6.0 | -3.8 | 2.3 | -2.3
O=C(Nc1nc2cc3c(cc2s1)OCO3)c1cccc(N2C(=O)CCC2=O)c1 | 5.4 | -3.2 | -0.8 | -1.3 | 2.5 | i | nt | nt | -1.8 | 14.0
CC(O)C(NS(=O)(=O)c1ccc(Cl)cc1)C(=O)OCC(=O)Nc1cccnc1Cl (stereo not drawn) | 0.5 | -2.9 | 14.6 | -16.9 | 2.9 | i | -1.4 | -4.2 | -0.1 | 18.3
Cc1cccc(C(=O)OCC(=O)c2ccc3c(c2)OCO3)c1O | 3.5 | -0.4 | 1.2 | 27.8 | 3.9 | i | 66.3* | 45.1 | -3.1 | 9.5
CCn1c(SCC(=O)c2ccc(OC)cc2)nnc1C(C)NC(=O)c1ccc(OC)cc1 (stereo not drawn) | 2.5 | 2.1 | -0.4 | 0.5 | 0.0 | i | 0.8 | 10.6 | 2.4 | 20.5
N#Cc1cnn(-c2ccc(F)cc2)c1N | 2.5 | 5.2 | -4.3 | 9.0 | 1.2 | i | 6.4 | -8.2 | -5.2 | 13.0
COc1ccc(-c2nc(NC(=O)CSCCO)sc2C)cc1 | 6.8 | 0.2 | nt | 11.0 | -0.7 | i | -8.1 | -7.1 | 3.6 | 13.2
O=C(O)C1CC(=O)N(Cc2ccccc2)C1 (stereo not drawn) | 1.4 | -1.5 | -1.2 | 1.6 | 0.1 | i | 22.7 | 2.0 | 1.1 | 12.8
C=CCN1c2ccccc2[C@]23C[C@@H](C(=O)OC)N(C(=O)C4CCC4)C2=NC(C(=O)OC)=C(C(=O)OC)[C@H]13 | 4.9 | 1.4 | 11.4 | 1.7 | nt | i | -4.7 | 1.6 | 2.0 | 32.0
CC(=O)/C(N=Nc1ccc(-n2ccc(C(F)(F)F)n2)cc1)=C(\C)O | 0.9 | -0.4 | -8.2 | -11.2 | -0.2 | i | -2.5 | 3.0 | 1.3 | 2.2
O=C(CCn1nnc(-c2cccs2)n1)NC1CCCCC1 | -3.1 | -3.2 | 1.5 | -1.9 | -0.9 | i | -1.6 | 3.0 | 1.6 | 11.4
COCCNC(=O)C(C#N)c1nc2ccccc2nc1N1CCCCCC1 (stereo not drawn) | 0.9 | 4.9 | 6.2 | -83.4 | 5.2 | i | 10.5 | 9.8 | 11.4 | 12.0
COc1ccc(-c2ccncc2)cc1OC | -1.5 | 2.6 | 4.9 | 1.6 | nt | i | -15.3 | -14.7 | 0.3 | 17.4
CSc1nsc(SCc2ccc(Cl)cc2)n1 | 6.3 | -0.5 | 5.3 | -2.1 | 0.2 | i | 39.2 | 20.1 | 0.1 | -8.8
COc1ccc(S(=O)(=O)N2CCC3(CC2)OCCN3S(=O)(=O)c2cccs2)cc1OC | -1.3 | -3.4 | 3.7 | -1.6 | nt | i | 5.6 | 1.3 | -1.1 | 9.6
COc1cccc(-c2nc(NCCN3CCOCC3)c3ccccc3n2)c1O | 12.5 | -0.8 | 7.1 | 0.8 | 4.1 | i | -12.7 | -9.8 | 0.2 | 15.0
COC(=O)c1cc(NC(=O)CC2CCCC2)cc(C(=O)OC)c1 | 6.5 | -1.7 | 0.4 | 2.7 | 2.7 | i | -3.0 | -0.6 | nt | nt
Cc1ccc(CNC(=O)[C@H]2C[C@@H]2[C@H](NP(=O)(c2ccccc2)c2ccccc2)c2ccccc2)o1 | -9.8 | -2.3 | -8.7 | 2.6 | -2.0 | i | 3.9 | -3.4 | 1.9 | 17.3
N#Cc1nc(COc2ccccc2)oc1N1CCOCC1 | 1.5 | -0.7 | -5.3 | 1.6 | -1.2 | i | 11.4 | -0.7 | -2.0 | 38.6
Cc1cc(C)nc(N2CCCC(C(=O)NC(C)CCc3ccco3)C2)n1 (stereo not drawn) | -3.5 | -3.1 | -7.1 | -1.0 | -1.9 | i | 17.6 | 13.9 | -0.4 | 18.9
COc1ccc(COC(=O)NC2CCN(S(=O)(=O)c3ccc(OC)cc3)CC2)cc1 | -0.8 | -0.6 | 4.0 | 3.3 | 3.9 | i | 3.0 | -10.0 | 3.9 | 31.0
COc1ccc2[nH]c(=O)c(CN(C(=O)c3ccccn3)C3CCCCC3)cc2c1 | 1.7 | -0.5 | -0.4 | 2.0 | -0.2 | i | 10.3 | -8.6 | 0.9 | 0.9
C=CCNC(=O)c1c(Br)cnn1-c1ccc(C)cc1 | 1.4 | -1.4 | -0.8 | -1.3 | -1.6 | i | 44.8 | 8.0 | -1.5 | -3.7
COC(=O)c1ccccc1NS(=O)(=O)c1cn(C)c(=O)n(C)c1=O | nt | -3.6 | 3.2 | -1.8 | -2.9 | i | -3.7 | -3.6 | 1.7 | 36.0
CN(C)Cc1c(C(=O)N/N=C/c2ccoc2)nnn1-c1nonc1N | 0.6 | -0.3 | 25.1 | -9.3 | 1.8 | i | 1.5 | -5.4 | -1.1 | 21.7
COc1cc(/C=C(\C#N)c2ccccn2)ccc1OCc1ccccc1 | -3.2 | -3.7 | 2.0 | 11.2 | 7.1 | i | 22.2 | 15.3 | 2.2 | 22.0
Cc1ccc(NC(=O)CSc2ccc(Br)cc2)cc1S(=O)(=O)N1CCOCC1 | -0.9 | -3.5 | 9.5 | -8.8 | nt | i | -4.9 | 16.2 | -3.1 | 11.2
O=C(Cn1c2ccc(F)cc2c2nc3n(c(=O)c21)CCS3)NCC1CCCO1 (stereo not drawn) | -2.0 | -2.2 | 3.1 | -3.2 | -1.2 | i | -10.1 | 2.2 | 1.0 | 11.1
CC(=O)c1cccc(NC(=S)NC(=O)c2ccc(Br)cc2)c1 | nt | nt | 1.1 | 8.9 | 2.7 | i | 32.6 | 19.4 | -1.4 | -8.8
CN1CCN(C(=O)C2=C[C@@H](C3CCCCC3)C[C@@H](OCc3ccc(CO)cc3)O2)CC1 | 3.0 | 2.0 | -4.1 | -0.7 | -1.8 | i | 3.1 | -2.0 | 3.4 | 8.6
O=C(CN1CCCC1)N1CCN(c2ccccc2)CC1 | 4.7 | -0.4 | -5.4 | -5.4 | 0.2 | i | 9.9 | 7.4 | -1.2 | -6.0
CN(C)/C=C1\C(=O)NN=C1C(F)(F)F | 3.4 | -2.7 | 0.8 | -3.6 | -4.9 | i | 1.7 | -9.3 | 3.4 | 65.2
C/C(CC(=O)Nc1cccc2c1CCCC2)=N\NC(=O)Cc1ccccc1 | -0.7 | -1.7 | -8.9 | 17.8 | -5.8 | i | 29.2 | 26.0 | 0.6 | 14.8
CS(=O)(=O)Nc1cccc(C(=O)OCCCOc2ccc(F)cc2)c1 | 5.4 | -2.0 | 3.0 | 4.9 | 0.0 | i | -7.0 | 1.3 | 0.6 | 10.6

Part of the list above, reduced to HSF-1 act, AI-2 QS mod and PolyA inh.
SMILES | HSF-1 act | AI-2 QS mod | PolyA inh
CN(C)/C=C1\C(=O)NN=C1C(F)(F)F | 1.7 | 65.2 | i
C/C(CC(=O)Nc1cccc2c1CCCC2)=N\NC(=O)Cc1ccccc1 | 29.2 | 14.8 | i

Further records
SMILES | HDAC3 inh | GSK3A inh | DYRK1A inh | Platelet DG rel | HSP90 refold inh | PolyA inh | HSF-1 act | HSF1 inh | GSK3beta inhib | AI-2 QS mod
CC(C)(C)c1ccc(C(=O)N2CCN(c3ccc(N4CCOCC4)nn3)CC2)cc1 | -9.3 | 0.6 | 6.6 | -6.0 | nt | i | 1.6 | -6.7 | 0.9 | -8.1
CC(c1cccs1)N(Cc1ccco1)C(=O)Nc1ccc(Cl)c(Cl)c1 (stereo not drawn) | 1.1 | -0.7 | -4.5 | 0.1 | 0.7 | i | 39.4 | 19.3 | 2.6 | 6.4
COc1cccc(Nc2nc(-c3ccc4c(c3)OCCO4)cs2)c1 | -5.8 | -0.2 | -1.0 | 11.9 | 3.9 | i | -16.6 | -2.2 | 3.5 | 39.2
Cc1ccc(NC(=O)CCN2C(=O)c3ccccc3S2(=O)=O)cc1F | 5.5 | -1.6 | -1.8 | 5.4 | nt | i | 21.2 | 4.9 | 0.7 | 31.1
CCCCCc1ccc(-c2cn(CCc3c[nH]c4ccccc34)nn2)cc1 | -0.4 | -1.9 | -2.7 | 0.2 | 3.6 | i | 0.8 | 1.2 | -0.2 | 9.4
O=C(NC1CCCCCCC1)c1c(Cl)cccc1Cl | -3.2 | -1.6 | -5.0 | 13.7 | nt | i | 23.9 | 14.2 | -1.0 | 0.1
CC1CCCCN1C(=O)Nc1cccc(C(F)(F)F)c1 (stereo not drawn) | 5.5 | nt | -0.9 | -3.9 | -1.1 | i | -7.6 | -7.2 | 0.2 | 6.4
CCN(CC)C(=O)Cn1c(=O)n(-c2ccccc2)c(=O)n1CC(=O)N(CC)CC | 0.5 | -2.6 | -2.8 | -15.1 | 0.4 | i | 0.0 | 2.0 | -1.5 | 21.8
CCOc1ccc(N2CC(O)=C(c3nc4ccccc4c(=O)[nH]3)C2=N)cc1 | 2.6 | -0.5 | -1.7 | 2.5 | -1.4 | i | ? | 3.0 | 0.0 | 15.5
CCCN(CC1CC1)C(=S)NC(=O)c1ccc(S(=O)(=O)N2CCOCC2)cc1 | 2.6 | -0.4 | -2.6 | -3.1 | 3.3 | i | 0.9 | -4.2 | 0.5 | 27.3
O=C(NCC1CC1)c1onc(CSc2ccncc2)c1C(=O)NCC1CC1 | -5.3 | -25.9 | 8.0 | 3.6 | nt | i | 17.1 | 8.0 | -1.0 | 5.0

Some of the compounds tested; count on the stated rates, not on these rows.
